aDG glyco up: activators of alpha-DG glycosylation, primary screen, uHTS, Pro5-aDG cells, AlphaScreen | alpha-DG glycosylation AlphaScreen (IIH6); 0% Pro5, 100% B10-LARGE cell signal | activation, % at 10 µM | 360,000 tested, 0.22% active;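 active = activation of at least 8% versus controls, or a plate z-score of at least 8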;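 note: Pro5 are CHO cells carrying HIG-tagged alpha-DG that lacks glycosylation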
N-glyco inh: increase of ERlucT glycosylation luciferase signal, primary screen, N-linked glycosylation inhibitor project, D54 ERlucT cells, luminescence, set 2; D54 ERlucT glycosylation luciferase reporter, 24 h; percent of 100 nM tunicamycin response; AID 588692, 2011; 360,000 tested, 0.23% active; reporter increase, % at 12.5 µM;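 active = mean luciferase reporter signal, scaled so untreated is 0 and the glycosylation-blocking control 100, at or above a set limit in every replicate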;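 note: luciferase carries N-glycosylation sites so blocking glycosylation raises the light; 0% = median of neutral control wells and 100% = median of 100 nM tunicamycin wells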
MC4R barr agon: MC4R agonists recruiting beta-arrestin, primary screen, cell-based, luminescence, agonist arm of biased-ligand search | U2OS MC4R beta-arrestin complementation; percent of melanotan II response, DMSO zero | 360,000 tested, 0.98% active | Melanocortin receptor 4 (Homo sapiens), P32245 | activation, % at 8.9 µM | AID 540308, 2011;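 active = activation above a per-plate cutoff, the mean activation of sample wells on that plate plus 3 SD, cut at about 8% in these data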
TLR9-MyD88 block: inhibitors of TLR9-MyD88 association in cells, primary screen, cell-based, CHO, BLA complementation, fluorescence; CCF4 FRET ratio; Toll-like receptor 9 (Homo sapiens) + Myeloid differentiation primary response protein …; 340,000 tested, 0.21% active; AID 504734, 2011; inhibition, % at 4.98 µM;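 active = inhibition above the mean over all tested compounds plus 3 SD, cut at about 21% in these data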;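 note: 0% = DMSO only wells and 100% = clavulanate BLA inhibitor control wells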
Target sequence (Q99836 whole entry, looked up): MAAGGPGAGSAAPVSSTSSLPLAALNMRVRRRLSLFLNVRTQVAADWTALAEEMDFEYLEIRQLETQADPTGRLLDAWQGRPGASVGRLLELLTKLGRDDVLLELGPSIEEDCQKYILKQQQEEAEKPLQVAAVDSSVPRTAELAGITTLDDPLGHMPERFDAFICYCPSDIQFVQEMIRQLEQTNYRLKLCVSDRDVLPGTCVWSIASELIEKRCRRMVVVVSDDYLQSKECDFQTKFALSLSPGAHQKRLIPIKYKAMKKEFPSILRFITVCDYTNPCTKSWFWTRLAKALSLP
Target sequence (Q9NR96 whole entry, looked up): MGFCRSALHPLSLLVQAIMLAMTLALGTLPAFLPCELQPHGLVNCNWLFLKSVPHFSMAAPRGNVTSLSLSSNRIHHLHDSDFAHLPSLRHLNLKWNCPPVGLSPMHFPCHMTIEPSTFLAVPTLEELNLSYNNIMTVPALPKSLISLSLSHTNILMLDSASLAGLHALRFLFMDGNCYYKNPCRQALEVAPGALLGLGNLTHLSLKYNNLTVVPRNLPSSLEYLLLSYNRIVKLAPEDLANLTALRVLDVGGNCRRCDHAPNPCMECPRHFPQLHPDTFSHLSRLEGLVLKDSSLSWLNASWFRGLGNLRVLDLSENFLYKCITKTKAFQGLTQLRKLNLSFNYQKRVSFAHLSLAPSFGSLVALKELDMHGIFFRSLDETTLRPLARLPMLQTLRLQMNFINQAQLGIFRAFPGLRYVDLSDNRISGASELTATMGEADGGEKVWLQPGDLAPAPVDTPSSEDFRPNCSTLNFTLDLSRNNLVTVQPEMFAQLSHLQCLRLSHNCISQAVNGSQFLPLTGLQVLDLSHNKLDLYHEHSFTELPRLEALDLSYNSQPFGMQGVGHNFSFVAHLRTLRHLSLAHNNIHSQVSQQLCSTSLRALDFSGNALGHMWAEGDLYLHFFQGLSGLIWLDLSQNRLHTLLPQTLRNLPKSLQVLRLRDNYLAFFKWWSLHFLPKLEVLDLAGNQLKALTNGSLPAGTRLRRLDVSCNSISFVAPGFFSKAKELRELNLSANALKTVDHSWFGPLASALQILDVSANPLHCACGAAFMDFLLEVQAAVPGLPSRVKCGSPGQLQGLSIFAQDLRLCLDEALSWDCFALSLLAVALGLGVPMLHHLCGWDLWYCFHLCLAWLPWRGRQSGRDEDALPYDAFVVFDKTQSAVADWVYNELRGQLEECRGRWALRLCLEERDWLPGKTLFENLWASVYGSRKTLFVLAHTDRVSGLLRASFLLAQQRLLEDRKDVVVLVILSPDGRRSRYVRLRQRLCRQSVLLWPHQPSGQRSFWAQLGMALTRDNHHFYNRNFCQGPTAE
MC4R antag cAMP: MC4R antagonists of cAMP signaling, primary screen, cell-based, TR-FRET, antagonist arm of biased-ligand search | Melanocortin receptor 4 (Homo sapiens), P32245 | MC4R-expressing cells, MTII-stimulated cAMP, LANCE TR-FRET | inhibition, % at 6.5 µM | 360,000 tested, 0.48% active | AID 540295, 2011;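 active = inhibition above its plate's cutoff, the mean of tested wells on that plate plus 3 SD, cut at about 29% in these data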;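 note: 0% = Melanotan II alone and 100% = Melanotan II plus saturating MCL0020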
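Test system: U2OS cells stably expressing human melanocortin 4 receptor (MC4R); also added: Melanotan II challenge; compound: 6.5 µM single dose; timing: 30-min compound preincubation, 1-h Melanotan II challenge, 1-h detection, room temperature; signal: Eu-cAMP/anti-cAMP TR-FRET, emission 671 nm; repeats: one well per compound, no replicates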
ABCB6 inh 2: ABCB6 transporter inhibitors, primary screen, K562-ABCB6 cells, flow cytometry, MLPCN library; fluorescence ratio to DMSO, % at 10 µM; 360,000 tested, 0.19% active; K562-ABCB6 porphyrin accumulation, 1 h; active compounds read low; AID 602162, 2011; ATP-binding cassette sub-family B member 6 (Homo sapiens), Q9NP58;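 active = fluorescence ratio to DMSO below 75%, the collection mean minus 3 SD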;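 note: signal is porphyrin accumulated inside mitochondria; 100% equals median channel fluorescence of DMSO control wells; lower ratio means ABCB6 inhibition with less porphyrin fluorescence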
Exocytosis inh: LAMP-1 surface exposure blockers, TALL-104 cells – cell-based, flow cytometry, MLPCN library, primary screen | TALL-104 LAMP-1 surface exposure; cells stimulated with thapsigargin and PMA | inhibition, % at 10 µM | 360,000 tested, 0.66% active;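 active = inhibition above about 55%, limit read from the data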
Vif inh: HIV Vif self-association inhibitors, primary screen, imaging, HEK293T, single point | inhibition, % at 7.49 µM | HEK293T cells, Vif self-association by quenched fluorescence, 24 h | 340,000 tested, 0.35% active; in the data active = inhibition above about 50%, passing the limit was not always enough; note: some results filed as inactive read as strong as hits
NOD2-RIPK2 inh: NOD2-RIPK2 binding disruptors in cells, primary screen, fluorescence, CHO cells, BLA complementation; inhibition, % at 4.98 µM; CCF4 ratio; 360,000 tested, 0.38% active; Receptor-interacting serine/threonine-protein kinase 2 (Homo sapiens), O43353; in the data active = inhibition above about 21%;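 note: 0% = vehicle only and 100% = reference blocker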
ABHD5-PLIN5 inh: ABHD5-PLIN5 interaction inhibitors, primary screen, cell lysate, split luciferase complementation, luminescence. 360,000 tested, 0.78% active. Split G. princeps luciferase complementation, 4 h. AID 602281, 2012. Perilipin-5 (Homo sapiens) + 1-acylglycerol-3-phosphate O-acyltransferase ABHD5 (Homo …. inhibition, % at 4 µM;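 active = inhibition above the mean inhibition across every tested compound plus 3 SD, cut at about 22% in these data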;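 note: 0% = DMSO only wells and the 100% control is not disclosed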
Active calls of the source: *; . = not tested or not shown. These rows are one share of the data (hit frequency here may not be typical).

Values run as follows: aDG glyco up, N-glyco inh, MC4R barr agon, TLR9-MyD88 block, MC4R antag cAMP, ABCB6 inh 2, Exocytosis inh, Vif inh, NOD2-RIPK2 inh, ABHD5-PLIN5 inh
[1] Cc1cc(NC(=O)CC(F)(F)F)n(-c2ccccc2)n1
→ -0.1, 0, -2.1, 6, 8, 92, -1, 3, 7, -9
[2] CCC(C)(C)n1nnnc1C(c1cc2ccc(OC)cc2[nH]c1=O)N1CCCCC1 (stereo not given)
→ -0.3, -1, -0.7, 0, -1, 94, -2, -3, -2, 2
[3] COc1ccc(S(=O)(=O)N2CCC(C(=O)NCc3ccco3)CC2)cc1C
→ 0.0, 0, -2.2, 8, 8, 100, 16, 6, -5, -9
[4] CCc1ccc(OC(=O)Cc2ccc(OC)c(S(=O)(=O)N3CCOCC3)c2)cc1
→ -0.1, 0, -0.5, 5, 14, 89, -3, 32, 5, 3
[5] Cc1cccc(/C=C(\c2nc3ccccc3[nH]2)S(=O)(=O)c2ccccc2)c1
→ -1.0, 1, -1.7, 5, 18, 97, 36, 23, -1, 42*
[6] Cc1c(C(=O)C(=O)NCCc2ccc(S(N)(=O)=O)cc2)c2ccccc2n1C
→ -0.1, -1, -0.1, 10, 5, 109, -7, -11, -15, 0
[7] CC1CCCCN1CCNC(=O)c1ccc2c(c1)N(Cc1ccccc1F)C(=O)c1ccccc1S2=O (stereo not given)
→ 0.6, -4, -0.8, -9, 2, 102, 18, 1, -7, 3
[8] COc1ccc(-c2ccc3oc(-c4ccsc4)c(-c4ccc(OC)cc4)c3c2)cc1
→ -0.4, 0, -0.6, 5, 5, 101, 0, -6, 4, -2
[9] CSc1ccccc1NC(=O)COc1ccc2c(c1)OCO2
→ -0.2, 1, 0.5, 1, -4, 103, 2, 22, -3, 5
[10] CCCSc1nnc(CNC(=O)C23CC4CC(CC(C4)C2)C3)n1Cc1ccccc1
→ 0.3, -2, 2.1, -5, 13, 106, 1, -1, 6, 0
[11] O=C(/C=C/c1ccccc1)NC(=S)NNC(=O)c1ccco1
→ 0.0, 0, 0.8, 0, 15, 107, 2, -5, 1, -4
[12] CC(C)C(=O)c1cn(CC(=O)N2CCCc3ccccc32)c2ccccc12
→ 0.2, -3, -1.6, 3, 4, 111, -2, 8, -11, 3
[13] O=C(NNc1ccccn1)C(c1ccccc1)c1ccccc1
→ 0.1, 1, 1.0, 3, 5, 103, -2, -2, -10, -2
[14] COC(=O)C[C@H]1C=C[C@H](NS(=O)(=O)c2cn(C)cn2)[C@@H](CO)O1
→ 0.0, ., ., ., ., ., 8, ., -16, -12
[15] Cc1cc(C)n(C(C)CC(=O)Nc2ccc(-c3ccno3)cc2)n1 (stereo not given)
→ 0.5, -1, 0.0, -3, -1, 99, 0, -5, -6, 8
[16] Cc1ccc(OC(C)C(=O)Nc2ccncc2)cc1 (stereo not given)
→ 0.1, -2, -0.9, -2, -2, 94, 4, -1, -1, -3
[17] O=C(O)CCC(=O)N1CCC[C@H]1C(=O)O
→ 0.0, 2, -0.5, -14, 1, 99, 0, -3, 5, -3
[18] COc1ccc2oc3ccc(OC)cc3c(=O)c2c1
→ -0.1, 1, 0.7, 0, 3, 96, 0, 5, -2, 1
[19] O=C(COC(=O)CCSc1ccccc1)Nc1cc(F)ccc1F
→ -0.5, 1, -0.9, -4, 4, 102, 4, 3, -1, -3
[20] CCOC(=O)c1sc2c(c1C)c(=O)n(Cc1ccccc1)c(=O)n2CCN(C)C
→ 0.2, -2, -1.2, -1, -2, 109, -7, -4, -8, 10

Reprinted from the part before: three compounds, then new ones.
cpd	canonical_smiles	aDG glyco up	N-glyco inh	MC4R barr agon	TLR9-MyD88 block	MC4R antag cAMP	ABCB6 inh 2	Exocytosis inh	Vif inh	NOD2-RIPK2 inh	ABHD5-PLIN5 inh
18	COc1ccc2oc3ccc(OC)cc3c(=O)c2c1	-0.1	1	0.7	0	3	96	0	5	-2	1
19	O=C(COC(=O)CCSc1ccccc1)Nc1cc(F)ccc1F	-0.5	1	-0.9	-4	4	102	4	3	-1	-3
20	CCOC(=O)c1sc2c(c1C)c(=O)n(Cc1ccccc1)c(=O)n2CCN(C)C	0.2	-2	-1.2	-1	-2	109	-7	-4	-8	10
21	Cc1cc(SCC(=O)NCC(c2cccs2)N2CCOCC2)c(C)cc1Br (stereo not given)	0.4	-3	3.9	4	0	99	0	-7	5	-6
22	CCN(CC)CCN=c1c(C)nc(C#N)c(N)n1O	-0.1	3	0.4	2	8	98	0	.	-1	-9
23	CSc1nsc(SCC(=O)Nc2nncs2)n1	0.3	2	-0.8	6	4	95	-1	-5	1	3
24	CCOc1ccccc1NS(=O)(=O)c1ccc(-c2cnc(C3CC3)o2)cc1	-0.1	6	-2.4	-7	-24	100	15	-4	4	8
25	CC(C)CN(C(=O)CN1C(=O)C2CCCCC2C1=O)c1c(N)n(Cc2ccccc2)c(=O)[nH]c1=O (stereo not given)	0.1	2	-1.5	-19	2	100	1	-5	-11	-4
26	O=C(Nc1ccn(Cc2ccccc2F)n1)c1ccc(COc2ccc(Cl)cc2Cl)o1	1.6	-6	-1.3	-8	1	96	-2	.	-10	3
27	CCOC(=O)C1CCCN(S(=O)(=O)NC[C@H]2O[C@@H](n3cnc4c(N)ncnc43)[C@H](O)[C@@H]2O)C1 (stereo not given in full)	-0.2	2	2.1	-10	17	95	-4	.	-1	-4
28	COc1ccccc1-n1cnnc1SCC(=O)Nc1cccnc1Cl	0.3	0	-1.3	1	5	88	-1	4	-1	3
29	CCC1(C(=O)OC)NC(c2ccccc2OC)C2C(=O)N(C)C(=O)C21 (stereo not given)	-0.2	1	-1.6	4	3	85	0	25	0	0
30	Cc1cc(=O)oc2cc(OC(C)C(=O)NCC3CCC(C(=O)O)CC3)ccc12 (stereo not given)	2.6	-2	-0.6	-10	11	101	-3	-2	-3	6
31	O=C(NCc1cccs1)C1CCCN1C(=O)Nc1ccccc1 (stereo not given)	0.3	-1	-0.2	9	0	91	3	10	2	-3
32	CC(C)CCC(CC(C)O)c1n[nH]c(=S)n1-c1ccccc1 (stereo not given)	0.2	1	-2.1	2	10	97	-3	-1	5	-7
33	COCCNC(=O)Cn1c(=O)n(CCCCCC(=O)Nc2ccccc2)c(=O)c2sccc21	-0.2	3	-1.1	-5	1	99	0	4	-6	4
34	CC(C)(CCl)C(=O)Nc1ccc(OC(F)(F)F)cc1	0.2	0	-2.1	-4	7	98	2	1	4	2
35	CC/C=C/C(=O)N1CC2(CC(c3cccc(NC(=O)COc4ccc(Cl)cc4)c3)=NO2)C[C@H]1C(N)=O (stereo not given in full)	-0.1	0	-0.3	4	2	102	2	.	-4	-2
36	COc1cccc(CNC(=O)c2cccnc2Sc2ccccc2)c1	0.1	-1	-0.1	-3	15	94	-2	31	-6	1
37	COCCn1c(=S)[nH]c2cc(C(=O)NC3CCCCC3C)ccc2c1=O (stereo not given)	0.2	3	0.1	2	10	105	-2	15	-15	6
38	C=CCN1C(=O)/C(=C/N(C)C)S/C1=N\S(=O)(=O)c1cccs1	0.0	1	-0.4	2	1	100	43	7	-8	-10
39	COC(=O)c1ccc(C2C(Oc3ccccc3)C(=O)N2CCc2ccc(F)cc2)cc1 (stereo not given)	0.2	0	20*	4	11	96	-1	-13	-10	0
40	COc1ccc(OCc2cc(C(=O)NCC(C)Oc3cccnc3)no2)c(Cl)c1 (stereo not given)	0.8	0	-2.7	-17	-2	97	17	-8	7	2
41	CC1(C(=O)NS(=O)(=O)c2ccc(Br)cc2)CCN1C(=O)c1cccc(F)c1 (stereo not given)	-0.3	-2	0.0	.	7	96	-11	-10	8	-1
42	Cc1ccccc1OCC(=O)Nc1sc(C(=O)Nc2cccc(C)c2C)c(C)c1C#N	-0.1	0	-0.2	-2	105*	105	0	17	-4	5
43	COc1ccc2c(c1)c1nc3ccccc3nc1n2Cc1ccc(OC)c(OC)c1	0.0	0	11*	10	7	102	-2	3	7	1
44	O=C(CNC(=O)c1cccs1)OCC(=O)c1ccccc1	0.2	0	-0.2	-7	1	99	18	7	-4	5
45	CCOC(=O)CCCCC(=O)c1[nH]c(=O)[nH]c1CSc1nc(C)cc(=O)[nH]1	0.1	0	-1.9	0	2	95	-3	4	1	4
46	CCOc1ccc(Cn2nnc(C(=O)NCc3ccc(OC)cc3)c2N)cc1	0.2	1	0.3	-6	10	99	5	8	-8	-4

Screens deposited in PubChem BioAssay by several laboratories.
